# HCMV antiviral – inhibitors of human cytomegalovirus; 410,000 compounds, 4.5% hits; HFF cells, HCMV-luciferase reporter, 72 h; hits give low values; activity change, negative = inhibition, % at 57.5 µM; AID 1259415; in the data active = activity change below about -60%; inconclusive = no clear call, values can overlap the other calls; inactive = above about -39%
#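 Luciferase read-out from HCMV-luciferase-infected HFFs (MOI 1 PFU/cell) 72 h post infection at 37C; compounds added after 16 h cell attachment; activity normalized between buffer-only basal and Salinomycin (10uM) inhibitor controls.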
# Sm TGR inh – inhibitors of Schistosoma mansoni thioredoxin glutathione reductase; Q962Y6; purified TGR, DTNB reduction, TNB absorbance 405 nm; Potency, µM (highest dose often 114 µM), for the others: at the top dose activity change, negative = inhibition, actives largely listed as inhibitors; 360,000 compounds, 3% hits; note: potency is the fitted concentration of half-maximal effect; nearly all actives have a fitted effect of over 60% in size
#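 First, TGR (20 nM dispensed) and NADPH were mixed with compound. Second, a 15 min room-temperature incubation followed. Third, further NADPH and then DTNB were added to start the reaction. Finally, TNB absorbance was monitored kinetically.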
# FBPA Giardia inh – inhibitors of Giardia lamblia fructose-1,6-bisphosphate aldolase. 290,000 compounds, 0.71% hits. purified Giardia FBPA. AID 2451. Potency, µM (series often up to 59.6 µM), for inactives: at the top dose activity, negative = inhibition, usual class: inhibitors; note: potency is the fitted concentration of half-maximal effect; nearly all actives have a fitted effect of over 55% in size
# Target sequence (A8B2U2 whole entry, looked up): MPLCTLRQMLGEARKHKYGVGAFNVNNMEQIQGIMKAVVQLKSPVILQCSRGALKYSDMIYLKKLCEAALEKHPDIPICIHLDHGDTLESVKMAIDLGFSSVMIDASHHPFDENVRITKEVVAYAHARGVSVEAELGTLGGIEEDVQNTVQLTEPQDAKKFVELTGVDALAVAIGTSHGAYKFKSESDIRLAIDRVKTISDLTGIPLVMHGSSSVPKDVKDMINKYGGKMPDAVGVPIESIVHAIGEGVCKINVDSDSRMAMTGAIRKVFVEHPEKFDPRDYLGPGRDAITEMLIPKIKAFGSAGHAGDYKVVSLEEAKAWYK
#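 Giardia FBPA (40 nM reagent) was preincubated 10 min at RT with compound (up to 57.5 uM final), then substrate plus GAPDH/TPI/NAD/arsenate coupling system with diaphorase/resazurin was added; resorufin fluorescence (525/598 nm) was read after 20 min.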
# AMA1-RON2 inh – disrupts binding of P. falciparum AMA1 to RON2. Potency, µM (highest dose often 58.2 µM), inactives show top-dose activity change, negative = inhibition, actives largely listed as inhibitors. 360,000 compounds, 0.2% hits. AlphaScreen AMA1-biotinylated RON2 peptide binding;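 note: potency is the fitted concentration of half-maximal effect; 0% = vehicle wells and -100% = peptide control; nearly all actives have a fitted effect of over 45% in size; some results filed as inactive show a strong effect at the top dose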
#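 AMA1 (3D7) with his tag at 25 nM final met compounds first, then biotinylated RON2 peptide at 25 nM; detection used donor plus acceptor beads, 10 µg/mL apiece, read by AlphaScreen after 30 min at room temperature.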
# AmpC inh detg – AmpC beta-lactamase inhibition with detergent present. P00811. AmpC hydrolysis of nitrocefin, absorbance 480 nm, 0.01% Triton. Potency, µM (top dose mostly 114 µM), inactives show at the highest dose activity change, negative = inhibition, hits mostly inhibitors. 370,000 compounds, 0.041% hits. AID 485294;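 note: potency is the fitted concentration of half-maximal effect; 0% = no-compound wells and -100% = no-enzyme wells; nearly all actives have a fitted effect of over 25% in size; some results filed as inactive show a strong effect at the top dose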
# Target sequence (P00811 whole entry, looked up): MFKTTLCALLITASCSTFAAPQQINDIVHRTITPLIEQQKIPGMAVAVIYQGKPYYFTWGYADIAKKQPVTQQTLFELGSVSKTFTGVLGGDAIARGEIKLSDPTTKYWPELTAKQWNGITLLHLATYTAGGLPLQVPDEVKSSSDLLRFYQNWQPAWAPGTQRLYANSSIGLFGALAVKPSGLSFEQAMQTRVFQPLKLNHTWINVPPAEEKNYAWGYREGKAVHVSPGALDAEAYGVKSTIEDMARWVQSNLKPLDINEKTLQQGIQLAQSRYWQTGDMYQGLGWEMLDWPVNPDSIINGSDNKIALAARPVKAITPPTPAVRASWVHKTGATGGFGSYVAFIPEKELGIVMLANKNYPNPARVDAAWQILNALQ
#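 AmpC (5.3 nM in the dispensed reagent) in 20 mM phosphate pH 7.0 with 0.01% (detergent screen) or 0.0001% Triton X-100 was preincubated with compounds for 15 min at room temperature. Nitrocefin was then added from an 800 uM solution, and hydrolysis was followed at 480 nm.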
# HCV inhibitor – HCV inhibition | Potency, µM (highest dose often 41.8 µM), without a hit: at the highest dose activity change, negative = inhibition, most hits filed as inhibitors | Huh7.5.1 HCVcc-Cre infection, luciferase reporter, 44 h | 340,000 compounds, 3.4% hits; note: potency is the fitted concentration of half-maximal effect
#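 HCVcc-Cre virus at an moi near 0.5 was added right after compound to cells cultured 4 h from seeding (1,000 cells/well). Luciferase activity was determined 44 h later, 15 min after substrate addition at RT.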
# An asterisk follows results filed as active; ? = inconclusive; / = not tested or not shown; & = joins results of further samples; [ ] = remark or other dose. Unless noted, calls come from the whole dose curve; as a rule, active = well fitted curve in the direction sought with a large enough effect; inconclusive = small, poorly fitted or top-dose-only effect, or another doubt; inactive = no such curve, though single readings can be large; an effect the other way counts as inactive or inconclusive. Unless noted, % is set by controls: 0 for no effect and ±100 for the full control effect.
SMILES,HCMV antiviral,Sm TGR inh,FBPA Giardia inh,AMA1-RON2 inh,AmpC inh detg,HCV inhibitor
Cc1cc(-c2ccccc2)nc(SCC(=O)N2CCCC2)n1,?,12%,5%,2%,2%,25µM*
Cn1cnnc1Sc1ccc(CN2CCN(C3CCCC3)C(CCO)C2)o1 (stereo not given),-69*,-21%,-3%,3%,-4%,6%
O=S1(=O)CC2N=C(N(Cc3c(F)cccc3Cl)c3ccccc3F)SC2C1 (stereo not given),-16,-19%,-4%,-7%,0%,-8%
Cc1cc(Br)ccc1SCC(=O)OCC(=O)N1CCN(C(=O)c2ccco2)CC1,-23,?,-6%,-11%,?,9%
COc1cc(N/C(N)=N/c2nc(C)cc(C)n2)cc(OC)c1,?,10%,-29%,3%,?,-24%
COc1ccc(-n2c3c(c(=O)[nH]c2=O)C(C(F)(F)F)(C(F)(F)F)N=C(CC(C)C)N3)cc1,29,-13%,2%,-2%,-11%,6%
O=C(NNC(=O)c1sc2cccc(Cl)c2c1Cl)NC1CCCCC1,-34,-1%,-1%,103%[activator],-12%,0%
O=C(CN1CCC(NC(=O)Nc2ccccc2-c2ccccc2)CC1)NCc1ccco1,-17,-16%,-2%,-2%,?,-5%
Cc1ccc(C)c(-c2ccc(=O)n(Cc3c(F)cccc3Cl)n2)c1,?,-11%&3%,-2%,7%,-3%&22%,?
CC(C)Cn1c(N)c(C(=O)COC(=O)c2ccc3c(c2)OCCO3)c(=O)n(C)c1=O,?,3%,-8%,-5%,-5%,7.1µM*
O=C(c1ccc(CSc2nc3ccncc3n2Cc2cccc(F)c2)cc1)N1CCCCC1,-31,-1%,/,/,-8%,/
CCOc1ccc(CCNC(=O)C2CCCN(C(=O)N(C)C)C2)cc1OCC (stereo not given),-32,0%,1%,0%,-13%,-19%
CC(NC(=O)c1cccc(OC2CCN(C3CCN(C)CC3)CC2)c1)c1ccccc1 (stereo not given),-15,14µM*,/,13%,4%,?
COC(=O)c1[nH]c2ccc(C)cc2c1NC(=O)CCN1CCN(C2CCCCC2)CC1,/,5%,2%,/,4%,?
Cc1ccc2nc(N(Cc3cccnc3)C(=O)C3CCCCC3)sc2c1,-7,-1%,/,/,-1%,/
CCOc1ccc(-c2cc(C(=O)N/N=C(\C)c3cccnc3)c3ccccc3n2)cc1,3,-6%,/,80%[activator],7%,-23%
Cc1cc(C)cc(NC(=O)C(Sc2ncnc3ccccc23)c2ccccc2)c1 (stereo not given),29,-3%,3%,-1%,-12%,-12%
CCN(CC)S(=O)(=O)c1ccc(N2CCOCC2)c(NC(=O)c2ccc(F)cc2)c1,-16,-10%,1%,-1%,-2%,-11%
COCCNC(=O)C(=O)NNC(=O)c1ccccc1OC,20,9%,?,0%,4%,3%
Cc1ccc(S(=O)(=O)N2CCN=C2SCc2ccccc2)cc1,-22,1%,?,10%,5%,6%
Cc1ccc(S(=O)(=O)N(C)c2ccc(C(=O)N(CC(C)C)C3CCS(=O)(=O)C3)cc2)cc1 (stereo not given),-9,0%,/,58%[activator],?,-3%
O=C(NNC(=O)c1ccc2c(=O)n3c(nc2c1)CCC3)c1ccc(F)cc1,-27,17%,/,14%,-1%,-1%
CC(C)(C)c1cc(C(=O)O)nn1-c1ccccc1,4,-11%,0%,-18%,-12%,9%
COc1ccc(COC(=O)C2CCN(S(=O)(=O)c3ccc(OC)c(OC)c3)CC2)cc1,18,-17%,/,10%,?,-13%
COc1ccccc1Nc1nc(C)cc(C)n1,-2,-23%,3%,1%,?,-20%
SMILES,HCMV antiviral,Sm TGR inh,FBPA Giardia inh,AMA1-RON2 inh,AmpC inh detg,HCV inhibitor
COc1cc(OC)c(NC(=O)c2ccc(F)cc2)cc1Cl,-39,/,-17%,12%,1%,-28%
CCOCCCNC(=O)C1CCN(C(=O)N(C)C)CC1,33,-4%,3%,-4%,-8%,27%
Cc1ccc(C)c(S(=O)(=O)NCc2ccc(C(=O)N3CCC(Cc4ccccc4)CC3)cc2)c1,-5,10%,3%,-9%,2%,-26%
COC(=O)C1[C@H]2C(=O)N(Cc3cccs3)C[C@]23C=C[C@H]1O3 (stereo not given in full),-2,-14%,7%,-4%,-15%,12%
Cc1ccc(C(=O)N2CCc3ccccc32)cc1,49,-7%,1%,4%,-9%,-20%
Cc1ccccc1NC(NC(=O)c1cccs1)C(Cl)(Cl)Cl (stereo not given),2,17%,1%,7%,3%,4%
CCOC(=O)C1C(C(=O)Nc2cccc(C(F)(F)F)c2)C1C(=O)NC(C)C (stereo not given),-18,-2%,0%,2%,?,6%
COc1ccc(CN2CCNC(=O)C2CC(=O)NC2CCCCCC2)c(C)c1C (stereo not given),4,?,/,-12%,2%,-25%
C/C(=N\Nc1nncc2ccccc12)c1ccc(OCC(=O)N(C)C)cc1,-1,8%,-23%,80%[activator],4%,-25%
CCN(CC)C(=O)CSc1nc2c(sc(=S)n2-c2ccccc2)c(=O)n1Cc1ccco1,-67*,0%,-1%,0%,?,10µM*
COc1ccc(CNC(=O)C2CCN(S(C)(=O)=O)CC2)c(OC)c1,?,-2%,-1%,10%,0%,27%
Cc1ccc(S(=O)(=O)NC(CCc2ccccc2)CC(=O)C(C)(C)C)cc1 (stereo not given),/,0%,-8%,8%,?,?
COc1ccc(NC(=O)Cc2c(F)c(F)c(F)c(F)c2F)cc1OC,?,?,0%,11%,5%,5%
Cc1ccc(-c2nnc(SCC(=O)N/N=C/c3ccccc3C(=O)O)n2-c2ccc(C)cc2)cc1,?,11%,14%,13%,-5%,0%
O=C(CC1CCCCC1)NCCCN1CCOCC1,-27,-6%,0%,0%,-4%,14%
COc1cc(-c2cc(C(=O)NCc3ccc(S(N)(=O)=O)cc3)c3ccccc3n2)cc(OC)c1OC,110,9%,10%,19%,?,?
CCc1cccc2c(C(=O)CSc3nncn3-c3ccc(OC)cc3)c[nH]c12,12,2%,1%,11%,-13%,-4%
CCCCNc1ncnc2[nH]ncc12,-29,/,/,-10%,/,-17%
CCOc1ccc(/C=N/NC(=O)CSc2ccccn2)cc1O,-25,7%,-1%,0%,-1%,-1%
CCC(=O)c1ccc(OCC(O)CNC2CCCC2)cc1 (stereo not given),36,13%,-21%,1%,-3%,-15%
Cc1cccc(CC(=O)Nc2sc(C(C)C)cc2C(=O)N2CCOCC2)c1,-25,?,/,-7%,-7%,?
CCC(C)(C)NC(=O)CN(Cc1ccc(OC)cc1)C(=O)CCC(=O)Nc1nccs1,-1,8%,/,-2%,0%,7%
O=S(=O)(c1ccc(NC(=S)NC2CC2)cc1)N1CCOCC1,-40,16µM*,5%,-2%,8%,2%
C=C1C(=O)O[C@@H]2C[C@@H](C)[C@@H]3C4OC4C(=O)[C@@]3(C)[C@@H](O)[C@H]12 (stereo not given in full),-79*,40µM*,5%,2%,-2%,?
CCOC(=O)c1nn(-c2ccc(OCC)cc2)c2nc(-c3cccc(OC)c3)c(C#N)c(=O)n12,-19,8%,3%,-4%,-10%,-19%
SMILES,HCMV antiviral,Sm TGR inh,FBPA Giardia inh,AMA1-RON2 inh,AmpC inh detg,HCV inhibitor
COCCCn1c(SCc2nnc(-c3ccccc3)o2)nc2sc3c(c2c1=O)CCC3,-34,0%,/,-1%,?,8%
COc1ccc(NC(=O)C23CC4CC(C2)CC(c2ccccc2)(C4)C3)c(OC)c1,?,16%,4%,-25%,?,?
CCC1CCCCN1C(=O)CSc1nc2ncccc2[nH]1 (stereo not given),-2,-7%,/,-12%,-2%,0%
O=C(COC(=O)CNS(=O)(=O)c1cc(C(F)(F)F)ccc1Cl)NC1CC1,19,/,/,17%,/,18%
Cc1cc(N=Cc2c(O)n(-c3cccc(C(F)(F)F)c3)c(=O)c3ccccc23)no1,10,-24%,3%,1%[11.6 µM],-4%,4%
Oc1ccccc1-c1cc(C(F)(F)C(F)F)[nH]n1,-33,-3%,-1%,6%,-1%,?
Cc1cccc(Nc2nc(Cl)ncc2F)c1C,-31,8%,14%,0%,-2%,12%
Nc1nccc(SCc2ccc(Cl)cc2Cl)n1,-15,/,/,0%,/,-21%
Cc1ccc(S(=O)(=O)NCC(=O)OCC(=O)Nc2ccccc2OC(F)F)cc1,9,-5%,1%,4%,-1%,30%[activator]
COc1ccc(CNC(=O)C(C)N2C(=O)COc3ccc(C)cc32)c(OC)c1 (stereo not given),-12,1%,8%,1%,0%,-6%
OCc1ccc(-c2nn(Cc3ccccc3)c3ccccc23)o1,?,?,-5%,-18%,-8%,?
CC(=O)Oc1ccc2c(=O)c(-c3ccccc3)coc2c1,74,8%,4%,4%,-8%,16%
Cc1c(CCC(=O)O)c(=O)oc2cc3occ(-c4ccc(Cl)cc4)c3cc12,?,7%,-4%,-8%,-3%,-10%
O=C(Nc1cccc(C(F)(F)F)c1)C(Sc1cccc[n+]1[O-])c1ccccc1 (stereo not given),7,-3%,-2%,-5%,1%,14%
O=C(CN1CCCC1)Nc1ccccc1C(=O)c1ccccc1,-34,9%,3%,-1%,-6%,-3%
Cc1cc(C)n(C(=O)CCC(=O)NCc2ccccc2)n1,10,19%,9%,-1%,5%,16%
COc1cc(OC)cc(C(=O)Nc2cccc3c2CCCC3)c1,-1,0%,-9%,1%,-13%,-7%
CC1CC(C)CN(C(=O)c2nn(C)c3c2CSc2ccccc2-3)C1 (stereo not given),-13,8%,-6%,-2%,-14%,-18%
Cc1nc(NC(=O)CN2CCCCC2)sc1C(=O)N(C)C,-10,10%,3.2µM*,6%,11%,15%
CCN(C(=O)COC(=O)c1ccccc1Nc1cccc(C)c1C)C1CCS(=O)(=O)C1 (stereo not given),-30,-1%,-20%,0%,?,1%
O=C(Nc1cccc(S(=O)(=O)N2CCCCC2)c1)C1CCCC1,-30,-24%,/,-2%,2%,-2%
COc1ccc(NC(=O)CCNS(=O)(=O)c2ccc3c(c2)CC(C)N3C(C)=O)cc1 (stereo not given),11,3%,12%,-2%,2%,-5%

# Seven entries from above, with values under each structure:
# Results follow in this order: HCMV antiviral	Sm TGR inh	FBPA Giardia inh	AMA1-RON2 inh	AmpC inh detg	HCV inhibitor
O=C(CN1CCCC1)Nc1ccccc1C(=O)c1ccccc1
→ -34	9%	3%	-1%	-6%	-3%
OCc1ccc(-c2nn(Cc3ccccc3)c3ccccc23)o1
→ ?	?	-5%	-18%	-8%	?
CC1CC(C)CN(C(=O)c2nn(C)c3c2CSc2ccccc2-3)C1 (stereo not given)
→ -13	8%	-6%	-2%	-14%	-18%
Oc1ccccc1-c1cc(C(F)(F)C(F)F)[nH]n1
→ -33	-3%	-1%	6%	-1%	?
COc1ccc(NC(=O)CCNS(=O)(=O)c2ccc3c(c2)CC(C)N3C(C)=O)cc1 (stereo not given)
→ 11	3%	12%	-2%	2%	-5%
Cc1ccc(S(=O)(=O)NCC(=O)OCC(=O)Nc2ccccc2OC(F)F)cc1
→ 9	-5%	1%	4%	-1%	30%[activator]
COc1cc(OC)cc(C(=O)Nc2cccc3c2CCCC3)c1
→ -1	0%	-9%	1%	-13%	-7%

# Structures listed so far that contain a tert-butyl group, in the order listed:
SMILES,HCMV antiviral,Sm TGR inh,FBPA Giardia inh,AMA1-RON2 inh,AmpC inh detg,HCV inhibitor
CC(C)(C)c1cc(C(=O)O)nn1-c1ccccc1,4,-11%,0%,-18%,-12%,9%
Cc1ccc(S(=O)(=O)NC(CCc2ccccc2)CC(=O)C(C)(C)C)cc1 (stereo not given),/,0%,-8%,8%,?,?

# High-throughput results as filed in PubChem BioAssay.
